C8 TRAIL sens: viability loss with TRAIL in NB7+C8 cells, primary screen, TRAIL sensitizer project, cell-based, ATPlite luminescence; inhibition (viability loss, TRAIL sensitization), % at 10 µM; hit rate 1% among 360,000; AID 624354, 2012;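 active = compounds causing at least 50% loss of cell viability in the single-dose screen, relative to plate controls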
NR2F2 inh: NR2F2 transcriptional activity inhibitors, primary screen, cell-based, luciferase reporter, HEK293T, luminescence. COUP transcription factor 2 (Homo sapiens), P24468. HEK293T NGFI-A luciferase reporter. inhibition, % at 8.6 µM. hit rate 0.7% among 370,000. AID 686940, 2013;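 active = inhibition above a per-plate cutoff, mean inhibition of test wells between control levels plus 3 SD, cut at about 38% in these data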;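 also: cells cotransfected with COUP-TFII expression vector driving the NGFI-A reporter; 0% = median of COUP-TF2 test wells and 100% = reporter-only cells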
NR5A2 inv ag: LRH-1 (NR5A2) inverse agonists, primary screen, cell-based, luminescence, HEK293T, StAR-luciferase reporter. Nuclear receptor subfamily 5 group A member 2 (Homo sapiens), O00482. LRH-1 transfected, 24 h. inhibition, % at 3.6 µM. hit rate 0.13% among 360,000;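 active = inhibition above the mean inhibition of all tested compounds plus 3 SD, cut at about 73% in these data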;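 also: 0% = DMSO wells and 100% = reporter-only cells lacking LRH-1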
TWEAK Fn14 block: inhibitors of TWEAK-Fn14 signaling, primary screen, luciferase reporter cells, uHTS. TWEAK-stimulated Fn14 reporter cells, luciferase luminescence, 8 h. inhibition, % at 10 µM. hit rate 2% among 360,000. AID 1159606, 2016; in the data active = inhibition above about 50%
LMP1 NFkB inh: EBV LMP1-driven NF-kappaB luciferase reporter inhibitors, primary screen, cell-based, luminescence, single point | LMP1-induced NF-kappaB luciferase reporter cells | inhibition, % at 12.5 µM | hit rate 0.69% among 350,000; in the data active = inhibition above about 41%;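 also: 0% = neutral control wells and 100% = reference inhibitor control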
SRC3 inh: SRC3 coactivator transcriptional activity inhibitors, primary screen, cell-based, luminescence; Nuclear receptor coactivator 3 (Homo sapiens), Q9Y6Q9; HEK293 GAL4-SRC3 luciferase reporter; inhibition, % at 3.6 µM; hit rate 0.17% among 360,000; AID 588352, 2011;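 active = inhibition above a per-campaign cutoff, the mean of all compounds plus 3 SD, cut at about 60% in these data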;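 also: 0% = DMSO-treated cells and 100% = gossypol-treated cells at 36 µM; higher means less SRC3-driven luciferase light from the GAL4 reporter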
NOD2 RIPK2 PPI: NOD2-RIPK2 binding disruptors in cells, primary screen, fluorescence, CHO cells, BLA complementation; AID 624267, 2012; hit rate 0.38% among 360,000; CCF4 ratio; inhibition, % at 4.98 µM; in the data active = inhibition above about 21%;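 also: 0% = vehicle only and 100% = reference blocker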
SRC2 inh: inhibition of GAL4-SRC2 driven luciferase reporter, primary screen, SRC2 inhibitor project, cell-based, luminescence. Nuclear receptor coactivator 2 (Homo sapiens), Q15596. HEK293 GAL4-SRC2 luciferase reporter. inhibition, % at 9 µM. hit rate 0.17% among 370,000. AID 651957, 2012;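 active = inhibition above the mean inhibition of all tested compounds plus 3 SD, set per campaign, cut at about 52% in these data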;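 also: 0% = DMSO treated cells and 100% = cells given Gossypol at 36 µM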
SRC1 inh: SRC1 coactivator transcriptional activity inhibitors, primary screen, cell-based, luminescence; HEK293 GAL4-SRC1 luciferase reporter; Nuclear receptor coactivator 1 (Homo sapiens), Q15788; hit rate 0.12% among 360,000; inhibition, % at 3.6 µM; AID 588354, 2011;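 active = inhibition above the campaign mean plus 3 SD, with each screening campaign given its own cutoff, cut at about 60% in these data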;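 also: 0% = DMSO treated cells and 100% = gossypol at 36 µM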
Target sequence (Q15788 whole entry, looked up, the tested form may be a part): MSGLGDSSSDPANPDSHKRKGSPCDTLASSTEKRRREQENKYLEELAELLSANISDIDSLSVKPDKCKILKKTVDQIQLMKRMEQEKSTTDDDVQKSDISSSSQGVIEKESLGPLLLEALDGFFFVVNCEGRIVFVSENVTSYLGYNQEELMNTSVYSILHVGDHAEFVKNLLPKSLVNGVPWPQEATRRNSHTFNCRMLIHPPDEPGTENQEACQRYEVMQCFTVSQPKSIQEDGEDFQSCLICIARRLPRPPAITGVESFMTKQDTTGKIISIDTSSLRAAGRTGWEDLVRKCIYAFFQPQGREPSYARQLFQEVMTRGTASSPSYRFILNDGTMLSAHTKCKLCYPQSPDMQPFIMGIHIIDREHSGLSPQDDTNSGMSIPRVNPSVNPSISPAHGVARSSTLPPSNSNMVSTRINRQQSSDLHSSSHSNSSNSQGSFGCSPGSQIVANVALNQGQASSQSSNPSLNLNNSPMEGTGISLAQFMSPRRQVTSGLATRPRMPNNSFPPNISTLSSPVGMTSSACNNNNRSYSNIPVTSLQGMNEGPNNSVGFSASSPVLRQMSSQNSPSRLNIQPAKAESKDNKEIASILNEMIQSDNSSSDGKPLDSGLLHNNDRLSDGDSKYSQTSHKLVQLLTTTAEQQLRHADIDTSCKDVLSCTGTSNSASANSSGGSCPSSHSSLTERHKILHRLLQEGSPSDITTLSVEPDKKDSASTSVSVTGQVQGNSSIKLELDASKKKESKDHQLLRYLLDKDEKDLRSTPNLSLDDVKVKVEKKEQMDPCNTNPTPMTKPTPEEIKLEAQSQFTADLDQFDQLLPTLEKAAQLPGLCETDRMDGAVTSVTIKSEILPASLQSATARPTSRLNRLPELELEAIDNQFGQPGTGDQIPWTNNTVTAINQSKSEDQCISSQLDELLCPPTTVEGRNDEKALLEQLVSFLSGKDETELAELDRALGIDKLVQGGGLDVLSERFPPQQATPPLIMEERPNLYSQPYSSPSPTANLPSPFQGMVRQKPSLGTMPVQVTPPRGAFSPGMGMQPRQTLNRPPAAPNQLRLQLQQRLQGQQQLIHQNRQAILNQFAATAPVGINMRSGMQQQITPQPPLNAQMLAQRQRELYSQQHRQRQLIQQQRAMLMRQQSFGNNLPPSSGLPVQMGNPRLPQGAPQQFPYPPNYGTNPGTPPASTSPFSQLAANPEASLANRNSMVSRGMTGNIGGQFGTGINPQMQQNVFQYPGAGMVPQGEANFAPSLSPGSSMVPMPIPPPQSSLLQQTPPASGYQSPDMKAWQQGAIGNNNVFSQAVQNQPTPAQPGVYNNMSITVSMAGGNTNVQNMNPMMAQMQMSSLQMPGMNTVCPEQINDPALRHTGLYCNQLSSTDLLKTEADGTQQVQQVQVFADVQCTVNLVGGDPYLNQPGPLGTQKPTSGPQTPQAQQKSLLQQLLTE
TLR9-MyD88 block: inhibitors of TLR9-MyD88 association in cells, primary screen, cell-based, CHO, BLA complementation, fluorescence; inhibition, % at 4.98 µM; CCF4 FRET ratio; hit rate 0.21% among 340,000; Toll-like receptor 9 (Homo sapiens) + Myeloid differentiation primary response protein …;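 active = inhibition above the mean over all tested compounds plus 3 SD, cut at about 21% in these data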;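 also: 0% = DMSO only wells and 100% = clavulanate BLA inhibitor control wells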
TROY NFkB inh: inhibitors of TROY-driven NF-kB signaling, primary screen, Q293 LMP1-TROYcd cells, NF-kB luciferase, uHTS; AID 1347056, 2019; Q293 LMP1-TROYcd NF-kB luciferase reporter, 4 h; hit rate 0.98% among 360,000; inhibition, % at 10 µM;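 active = compounds whose plate-normalised and pattern-corrected inhibition of the luciferase reporter signal at the single screening dose is 50% or more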
The depositor's hits bear a star; · = no result given. These rows are one share of the data, so the mix of outcomes need not match the whole.

SMILES	C8 TRAIL sens	NR2F2 inh	NR5A2 inv ag	TWEAK Fn14 block	LMP1 NFkB inh	SRC3 inh	NOD2 RIPK2 PPI	SRC2 inh	SRC1 inh	TLR9-MyD88 block	TROY NFkB inh
COCCNC(=S)N(CCc1c(C)[nH]c2ccc(C)cc12)Cc1cccnc1	11	19	17	-28	-4	-12	-4	14	5	-9	-16
COC(=O)C[n+]1cccc2ccccc21	-7	-3	-3	11	-12	-7	12	-14	-12	-5	1
Cc1ccnc(NC(=O)c2ccc(S(=O)(=O)N3CCCCC3)cc2)c1	8	8	-31	1	-2	4	-9	-22	-20	-11	-21
COc1ccc(S(=O)(=O)N2CCC(C(=O)NCCCc3ccccc3)CC2)cc1	12	-4	3	30	7	16	0	15	10	-8	4
CCc1cccc(C)c1NC(=O)COC(=O)CSCc1ccccc1	-22	-6	-9	14	-2	-5	-2	-35	-10	1	9
CCc1ccc(CN(C)CC(=O)Nc2sccc2C#N)cc1	3	7	-2	-5	-13	-1	-8	2	-13	-5	-9
OC(c1ccccc1)c1nccn1Cc1ccccc1 (stereo not drawn)	-5	8	0	3	-3	-12	-6	11	-21	-10	-2
COc1ccc(CCNC(=O)CSc2nc(C)nc3sccc23)cc1OC	1	5	26	-13	4	14	7	16	13	3	18
COc1ccc(N(CC(=O)Nc2ccc(OC)cc2OC)S(=O)(=O)c2ccccc2)cc1	-24	20	2	18	0	14	-7	-13	-36	-9	1
COc1ccc(NC(=O)c2c(Cl)cnn2C)c(C)c1	0	3	-5	16	-2	16	-8	4	6	-4	-5
COc1cc(C=O)cc(OC)c1OS(=O)(=O)c1ccc(NC(C)=O)cc1	-3	14	-23	0	7	13	9	8	5	6	-1
CC(NC(=O)COC(=O)Cn1cc(C(F)(F)F)ccc1=O)c1ccccc1 (stereo not drawn)	8	-9	-14	20	-2	10	1	14	-12	-5	-15
O=[N+]([O-])c1ccccc1S(=O)(=O)Nc1nc2ccccc2s1	3	4	-9	7	-6	12	-5	-17	-29	2	-2
COc1ccc(N(CC(=O)NCc2ccco2)S(=O)(=O)c2ccc(C)cc2)cc1	-9	·	9	2	-14	10	6	·	-1	-9	4
COC(=O)CCC(=O)Nc1ccc(C)cc1OC(=O)CCC(=O)OC	-3	-4	26	18	12	10	9	-23	17	7	-19
Cc1ccc(-c2cc(C(=O)NCc3ccc4c(c3)OCO4)[nH]n2)c(O)c1C	-3	-30	-12	-5	6	5	8	-20	6	-20	3
CCOC(=O)c1c(N2C(=O)Nc3ccccc3N2O)sc2c1CCCCC2	1	5	3	-5	19	5	3	0	0	4	-18
O=C(c1ccncc1)N(Cc1ccco1)Cc1cc2ccccc2[nH]c1=O	4	-10	10	-3	-6	6	-5	17	-4	-4	-19
CC(C)CN(C(=O)c1cccc(Cl)c1)c1c(N)n(Cc2ccccc2)c(=O)[nH]c1=O	1	16	15	12	1	32	0	15	-9	-9	3
CCCCOC(=O)C1=C(C)Nc2ncnn2C1c1cc(OC)c(OC)cc1OC (stereo not drawn)	-7	-7	9	-5	-8	6	-1	11	-10	-12	-6
Cc1ccc(-c2nnn(CC(=O)N(Cc3cccs3)C(C(=O)NC(C)(C)C)c3ccc(C)o3)n2)o1 (stereo not drawn)	-2	12	8	28	8	-2	0	-17	11	2	-33
N#Cc1ccc(-c2nc3ccccc3c(=O)n2O)cc1	13	-23	-2	30	6	-15	-4	-5	-4	-10	9
O=C(Nc1cccc(Cl)c1)NC1CCS(=O)(=O)C1 (stereo not drawn)	-5	4	-16	-2	4	1	-14	-25	2	-4	-5
COc1ccccc1-c1c(C)oc2c(CN3CCCCC3C)c(O)ccc2c1=O (stereo not drawn)	3	-20	9	4	-1	13	-9	12	-42	3	-1
COC(=O)CCCC(=O)N1CCC(CCC(=O)NC2CC2)CC1	-21	4	6	2	1	-22	-8	-9	7	-11	-7
O=[N+]([O-])c1ccccc1/C=C/CN1CCCCC1CO (stereo not drawn)	-1	16	1	14	2	1	-4	-18	12	-7	10
O=C(N/N=C/c1ccc(Sc2nc3ccccc3s2)c([N+](=O)[O-])c1)c1ccccn1	-5	6	-3	13	-1	-8	5	0	7	7	-32
C=CCn1c(C)cc(C(=O)COC(=O)CNC(=O)c2ccccc2)c1C	0	24	6	89*	12	30	-11	9	7	-4	85*
CCCCC(=O)N(C)c1c(C)nc2ccc(C(=O)N3CCN(S(=O)(=O)CC)CC3)cn12	4	-9	18	-2	·	-20	-8	-14	8	·	-17
Cc1cc(/C=C2\SC(=O)NC2=O)c(C)n1-c1ccc(N2CCOCC2)cc1	-21	-4	-17	-14	-2	-5	-2	-25	8	12	-14
CC(C)(SC(=S)N1CCOCC1)C(=O)O	13	4	-7	3	-10	18	-2	0	6	4	4
Cc1c(Cl)c([N+](=O)[O-])nn1CC(=O)Nc1ccc2c(c1)OCO2	-12	5	11	7	1	-1	-10	-3	-2	5	6
CCC(C)NC(=O)C1CCC(=O)N1Cc1ccc(C)cc1 (stereo not drawn)	9	4	13	-3	7	9	-9	7	0	8	-11
CCOC(=O)Nc1ccc2c(c1)N(C(=O)N1CCN(C)CC1)c1ccccc1CC2	9	-8	-7	10	-7	2	-4	-19	4	-1	-33
CC(C)C(NC(=O)CCNC(=O)c1ccccc1Cl)c1nc2ccccc2[nH]1 (stereo not drawn)	8	0	6	-3	1	-16	-5	15	-7	6	-8
Cc1ccc(NC(=O)Cn2ncn3c(cc4ccccc43)c2=O)c(C)c1	16	-7	11	-5	-5	15	-14	-15	13	3	-5
O=C(CCc1nc2ccccc2c(=O)[nH]1)N1CCN(S(=O)(=O)c2cc(Cl)ccc2Cl)CC1	9	1	-3	-5	-5	-24	-10	3	8	2	-7
O=C(Nc1cc2c(cc1Cl)-c1ccc([N+](=O)[O-])cc1C2=NO)C(F)(F)F	-12	·	8	-3	3	-1	14	·	0	-5	5
COCC(=O)NC1CCN(CC(=O)Nc2ccc(OC)cc2[N+](=O)[O-])CC1	-20	3	55	-20	3	2	-10	-30	8	-6	-3
CCOc1ccc(OCCC(=O)N(CC(C)C)c2c(N)n(Cc3ccccc3)c(=O)[nH]c2=O)cc1	4	-4	-7	-4	1	17	-14	-37	-11	5	-3

Random excerpt: two compounds from above.
SMILES	C8 TRAIL sens	NR2F2 inh	NR5A2 inv ag	TWEAK Fn14 block	LMP1 NFkB inh	SRC3 inh	NOD2 RIPK2 PPI	SRC2 inh	SRC1 inh	TLR9-MyD88 block	TROY NFkB inh
O=[N+]([O-])c1ccccc1/C=C/CN1CCCCC1CO (stereo not drawn)	-1	16	1	14	2	1	-4	-18	12	-7	10
Cc1cc(/C=C2\SC(=O)NC2=O)c(C)n1-c1ccc(N2CCOCC2)cc1	-21	-4	-17	-14	-2	-5	-2	-25	8	12	-14

(cont.)
SMILES	C8 TRAIL sens	NR2F2 inh	NR5A2 inv ag	TWEAK Fn14 block	LMP1 NFkB inh	SRC3 inh	NOD2 RIPK2 PPI	SRC2 inh	SRC1 inh	TLR9-MyD88 block	TROY NFkB inh
COCCn1c(SCC(=O)Nc2ccc(Cl)cn2)nnc1-c1ccncc1	1	-7	3	17	-4	17	7	18	-20	-13	-5
CN(C)CCCNC(=O)c1ccccn1	6	-19	13	3	-2	6	-9	-11	-3	4	-7
Cc1ccc(-c2nc(CS(=O)(=O)CC(=O)NCCN3CCCC3)c(C)o2)cc1	-8	15	-19	11	6	26	-8	-4	10	-2	-12
Nc1[nH]c(=O)[nH]c(=O)c1N=Nc1ccc(C(=O)O)cc1	-7	-2	-14	4	3	-3	-1	-6	5	3	13
Cc1cc(C)cc(C(=O)NCCCN2CCOCC2)c1	4	-41	-2	-8	-3	1	-10	-10	-7	-14	-6
C/C(=N\NC(=O)c1cccc(S(=O)(=O)N2CCOCC2)c1)c1ccco1	6	14	14	17	-13	5	-7	2	-1	-6	9
O=C(CN1CCN(CC(=O)Nc2ccccc2Cc2ccccc2)CC1)Nc1ccccc1Cl	9	-15	10	42	9	-15	-7	35	-3	0	25
O=C(O)c1cccnc1SCc1ccc([N+](=O)[O-])cc1	-13	-9	-7	2	-5	4	-8	-35	-7	-1	-34
CCOc1ccc(CCN2C(=S)N([C@@H](Cc3ccc(O)cc3)CN3CCCC3CN3C(=S)NC[C@@H]3Cc3ccc(O)cc3)C[C@@H]2CC(C)C)cc1 (stereo partly drawn)	16	13	9	45	14	6	3	-17	1	-7	2
CC1(C)CC(=O)C=C(Nc2ccccc2N)C1	9	-23	-14	1	-17	0	6	-32	-1	-8	-7
CNC(=O)Cc1csc2ccc(Cl)cc12	-5	19	-33	4	1	19	-8	-5	-10	-5	-3
Cn1c(CCNC(=O)c2ccco2)nc2cc(NC(=O)C3CCCCC3)ccc21	14	-8	-35	-16	-26	-26	-4	-22	-9	3	-23
CC(C)(C)c1ccc(C(=O)Oc2ccccc2CCC(=O)O)cc1	7	14	0	-28	·	14	2	-3	-6	·	-16
CCN(CC)c1ccc(NC(=O)c2cccnc2)c(C)c1	-1	-4	-11	5	-4	-1	-4	0	-2	13	3
COc1ccc(CC(=O)O/N=C(\N)c2ccc(OC)cc2)cc1	8	5	-2	-26	-9	-3	-1	-13	-38	2	-29
CCOC(=O)C1(C)NC(c2cccs2)C2C(=O)N(c3ccc(OC)cc3)C(=O)C21 (stereo not drawn)	-13	-25	6	-9	·	11	-6	20	0	·	-1
C=CCNC(=S)Nc1ccc(OC(F)F)c(Cl)c1	21	15	-15	0	-3	1	-10	-4	-3	·	-9
O=C(NC1CCCCC1)c1cc(-c2cccc(Cl)c2)on1	8	-22	-1	1	-37	-33	-14	-24	-35	-5	-44
CCOC(=O)c1c(C)[nH]c(C(=O)N/N=C/c2cccc(OC)c2)c1C	-1	-13	17	36	-4	-6	-14	-22	-20	-2	-7
CNC[C@H]1Oc2c(NS(=O)(=O)c3cccs3)cccc2C(=O)N([C@H](C)CO)C[C@@H]1C	4	-10	-8	-1	-2	-9	3	12	0	1	4
CN(CCc1cnn(C)c1)C(=O)C1CCC(=O)N(CC2CCCCC2)C1 (stereo not drawn)	-1	6	14	-19	-5	14	-1	-18	-38	-6	1
CCOP(=O)(/C(C#N)=C(/O)c1ccccc1)c1ccccc1 (stereo not drawn)	2	2	9	1	-5	3	-11	6	-4	8	8
CC1(C)CC(=O)C(C=NCC2CCCO2)=C(O)C1 (stereo not drawn)	-24	9	-14	4	0	1	-9	-2	-22	-2	-13
Cc1ccsc1C1CC(=O)Nc2ccccc2S1 (stereo not drawn)	-2	3	-15	0	8	23	2	-7	1	-1	-30
CCSC1=NN2CCS(=O)(=O)N=C2S1	-6	8	7	8	-6	22	1	7	-3	-13	0
O=C(CN(C(=O)Cn1nnc(-c2ccc(F)cc2)n1)c1ccc(F)c(Cl)c1)NCC1CCCO1 (stereo not drawn)	-8	7	22	-4	5	6	4	-3	-31	4	9

Screening data (PubChem)
